Screening results deposited in PubChem by several laboratories.
MrgX1 PAM – allosterically activates human MrgX1 receptor signaling; Q96LB2; MrgX1-HEK293, Fluo-4 calcium flux, FDSS; hits give high values; B-score at 10 µM; hit rate 0.63% among 310,000; AID 588675;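 active = plate-corrected calcium response at least 3 library SD above typical, normal starting fluorescence, not activating the receptor alone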;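 note: compound read alongside a low EC10 to EC30 dose of BAM8-22 agonist; peak minus trough fluorescence over baseline measured at the second addition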
Target sequence (Q96LB2 whole entry, looked up): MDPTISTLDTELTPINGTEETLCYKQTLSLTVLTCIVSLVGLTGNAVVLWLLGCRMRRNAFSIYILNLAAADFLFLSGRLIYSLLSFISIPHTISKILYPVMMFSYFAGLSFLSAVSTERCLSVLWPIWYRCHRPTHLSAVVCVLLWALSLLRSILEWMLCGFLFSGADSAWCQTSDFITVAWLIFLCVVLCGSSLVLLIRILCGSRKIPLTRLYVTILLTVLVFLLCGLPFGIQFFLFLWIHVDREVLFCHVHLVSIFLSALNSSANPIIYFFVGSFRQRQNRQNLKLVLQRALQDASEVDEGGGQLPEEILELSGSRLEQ
TRPC4 act – activators of mouse TRPC4 channel; Q9QUQ5; HEK293 TRPC4beta/mu-opioid, Fluo4 calcium fluorescence; hits give high values; B-score at 10 µM; hit rate 0.49% among 310,000;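 active = B-score above 5 SD of library B-scores, and initial fluorescence ratio not above library mean plus 5 SD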;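 note: positive B-score marks a calcium rise read as TRPC4 activation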
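Assay system: HEK293 cells stably co-expressing mouse TRPC4beta and mu-opioid receptor / Timing: Fluo4 dye loading 45 min at room temperature, 110 s recording / Signal: Fluo4 calcium-sensitive dye fluorescence, kinetic, 1 Hz baseline / Read-out: integrated baseline-normalised fluorescence ratio, converted to per-well B score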
AI-2 QS modul – modulators of Vibrio harveyi AI-2 quorum sensing system; activity change, % at 7.5 µM; hit rate 0.4% among 300,000; AID 2094; Vibrio harveyi JMH597 AI-2 luminescence/OD600 ratio, 9 h; hits give low values; strain lacks LuxN and CqsS sensors; 0 = neutral-control median; in the data active = activity change below about -75%, passing the limit was not always enough;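 note: luminescence divided by OD600 gain over 9 h not by final OD600 alone; inactives centre near 13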
HIF act – HIF pathway transcriptional activation; activation, % at 7.5 µM (by protocol); U2OS HRE-luciferase reporter, luminescence; normalized: DMSO 0%, desferrioxamine 100%; hit rate 0.32% among 300,000;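 active = mean activation of at least 10% of the iron chelator positive control signal, with at least half of replicates also reaching 10%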
PolyA inh – yeast polyadenylation inhibition | S. cerevisiae SKY197-pL101 polyadenylation reporter, beta-gal luminescence; efflux-impaired pdr1/pdr3 knockout yeast; score 100 = 6 SD above DMSO | calls only at 12 µM | hit rate 0.02% among 300,000;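 active = lowest replicate activity score at least 50, where 100 means six control SD above control mean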;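 note: yeast exposed to compound for 9 h at 30 °C; higher score means more reporter readthrough which indicates perturbed polyadenylation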
TRPC4 potent – TRPC4 (mouse) allosteric potentiation | Q9QUQ5 | HEK293 TRPC4beta/mu-opioid, DAMGO EC20, Fluo-4 Ca2+ flux; hits give high values | B-score at 10 µM | hit rate 0.42% among 310,000 | AID 2227;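 active = B-score of calcium response area above 5 SD of library B-scores, with initial fluorescence ratio within 5 SD of library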;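 note: B-score of integrated fluorescence ratio over time as area under calcium response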
MrgX1 agonist – human MrgX1 receptor agonism, primary screen. MrgX1-HEK293 cells, Fluo-4 calcium fluorescence, agonist mode; hits give high values. B-score at 10 µM. AID 588627. hit rate 0.44% among 310,000. Q96LB2;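 active = calcium response B-score plate-corrected fluorescence ratio at least 3 library SD, with starting fluorescence B-score inside 5 SD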
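Test system: HEK293 cells stably expressing human MrgX1 receptor; Input: fifteen thousand cells per well; Dosing: compound delivered in addition one of three; Schedule: overnight seeding, then 1 h dark dye loading; Technique: Fluo-4 NW calcium fluorescence; Measure: B-scored fluorescence response ratio; Controls: positive and negative controls per plate.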
TRPC4 block – blocks the mouse TRPC4 cation channel | hit rate 0.39% among 300,000 | HEK293 TRPC4beta/mu-opioid, DAMGO-evoked Fluo4 calcium flux; hits give low values | AID 2247 | B-score at 10 µM | Q9QUQ5;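 active = B-score over 3 SD under the library average, no early fluorescence shift, positive overall ratio signal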
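material = TRPC4beta/mu-opioid receptor HEK293 cell line | probe or stimulus = sequential submaximal and maximal DAMGO stimulation | compound dosing = one concentration per compound | measured by = Fluo4 Ca2+ flux fluorescence | evaluation = integrated fluorescence ratio relative to baseline, converted to per-well B score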
MrgX1 antag – antagonists of human MrgX1 receptor; Q96LB2; MRGX1-HEK293 calcium flux, Fluo-4, BAM8-22 antagonism; hits give low values; B-score at 10 µM; hit rate 1.3% among 310,000; AID 588676;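 active = calcium-response B-score plate-corrected more than 3 library SD below zero, starting fluorescence within 5 deviations, no agonist response on first addition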;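 note: peak minus trough fluorescence over baseline after final BAM8-22 challenge near maximal dose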
TRPC6 act – mouse TRPC6 channel activation; Q61143; HEK293-TRPC6 membrane potential dye fluorescence; hits give high values; B-score at 10 µM; hit rate 0.13% among 310,000;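 active = B-score of the integrated fluorescence ratio above library mean plus 3 SD, and starting fluorescence ratio within library mean plus 5 SD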;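 note: higher score means more depolarization so channel activation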
TRPC6 inh – mouse TRPC6 channel inhibition; B-score at 10 µM; HEK293-TRPC6, membrane potential dye, ACh-evoked depolarization; hits give low values; hit rate 1.1% among 310,000;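 active = B-score under library mean minus 3 SD, initial fluorescence not abnormally high, positive integrated signal ratio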;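 note: B-score derived from integrated fluorescence ratio over the kinetic read; more negative B-score means stronger inhibition of depolarization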
Active calls of the source: *; i = inactive; . = not tested or not shown. Not all compounds are listed; rates above refer to the full screens.

SMILES	MrgX1 PAM	TRPC4 act	AI-2 QS modul	HIF act	PolyA inh	TRPC4 potent	MrgX1 agonist	TRPC4 block	MrgX1 antag	TRPC6 act	TRPC6 inh
CN(C(=O)Cn1nc(C(=O)O)c2ccccc2c1=O)c1ccccc1	i	i	12	-0.1	i	i	i	i	i	i	i
O=C(CSc1nc2scc(-c3ccco3)c2c(=O)n1-c1ccccc1)NCC1CCCO1 (stereo unspecified)	i	i	31	-0.7	i	i	i	i	i	i	i
COc1cccc(C(=O)Nc2ccccc2)c1	i	i	17	2.0	i	i	i	i	i	i	i
CCN(CC(=O)Nc1ccccc1C(F)(F)F)C(=O)c1oc2c(Cl)cccc2c1C	i	i	-2	-0.3	i	i	i	i	i	i	i
O=C(CN(CC1CCCO1)C(=O)CCC(=O)Nc1nccs1)NCc1ccc2c(c1)OCO2 (stereo unspecified)	i	i	20	-0.2	i	i	i	i	i	i	i
CN(c1ccc(C(=O)Nc2ccc3c(c2)OCO3)cc1)S(C)(=O)=O	i	i	7	2.5	i	i	i	i	i	i	i
O=[N+]([O-])c1cc(Br)cc(C=Nc2ccc3c(c2)OCO3)c1O	i	i	35	1.2	i	i	i	i	i	i	i
CC(=O)C[C@H]1c2ccccc2S(=O)(=O)N1C1CCCCC1	i	i	14	-1.6	i	i	i	i	i	i	i
Nc1ncnc2nc(SCC(=O)N3CCN(c4ccccc4)CC3)[nH]c12	i	i	15	-0.6	i	i	i	.	-4.7*	i	i
Cn1cccc1C(=O)OCc1ccc(F)cc1	i	i	13	0.4	i	i	i	i	i	i	i
CCOC(=O)CC(=O)NC(CC(=O)OC)c1ccc(Br)cc1 (stereo unspecified)	i	i	12	-0.9	i	i	i	i	i	i	i
Cc1cc(=O)[nH]c(N2CCc3ccccc3C2)n1	i	i	10	-1.0	i	i	i	i	i	i	i
CCN(C(=O)Cn1c(=O)n(-c2cc(OC)c(OC)c(OC)c2)c(=O)c2ccccc21)c1cccc(C)c1	i	i	20	-0.1	i	i	i	i	i	i	i
O=C(CCc1ccccc1)Nc1ccc(NS(=O)(=O)c2ccccc2)cc1	i	i	18	-0.4	i	i	i	i	i	i	i
COc1ccc(S(=O)(=O)N(CC(=O)NC2CC2)Cc2ccccc2)cc1	i	i	-8	-0.1	i	i	i	i	i	i	i
O=C(c1cccc(S(=O)(=O)N2CCCCC2)c1)N(CCc1ccccc1)Cc1ccccc1	i	i	7	-0.7	i	i	i	i	i	i	i
CC(=O)c1ccc(N2CCN(CC(O)COCc3ccco3)CC2)cc1 (stereo unspecified)	i	i	11	0.2	i	i	i	i	i	i	i
CCc1nnc(NC(=O)CSc2nnc(Cc3ccccc3)n2Cc2ccccc2)s1	i	i	11	-1.0	i	i	i	i	i	i	i
COc1ccc(OC)c(NC(=O)c2cccc(C)c2[N+](=O)[O-])c1	i	i	10	-0.3	i	i	i	i	i	i	i
N=C1C(c2ccccc2)=C(O)CN1c1cccc(S(=O)(=O)Nc2cccc(C(F)(F)F)c2)c1	i	i	5	-0.1	i	i	i	i	i	i	i

Overlap with the part before: two compounds, then new ones.
SMILES	MrgX1 PAM	TRPC4 act	AI-2 QS modul	HIF act	PolyA inh	TRPC4 potent	MrgX1 agonist	TRPC4 block	MrgX1 antag	TRPC6 act	TRPC6 inh
COc1ccc(OC)c(NC(=O)c2cccc(C)c2[N+](=O)[O-])c1	i	i	10	-0.3	i	i	i	i	i	i	i
N=C1C(c2ccccc2)=C(O)CN1c1cccc(S(=O)(=O)Nc2cccc(C(F)(F)F)c2)c1	i	i	5	-0.1	i	i	i	i	i	i	i
CSc1nc(Cl)c(Cc2ccc(OC(C)C)cc2)c(N2CCOCC2)n1	i	i	5	-0.1	i	i	i	i	i	i	i
COc1cccc(N2CC(NS(=O)(=O)c3ccc4ccccc4c3)CC2=O)c1 (stereo unspecified)	i	i	23	0.1	i	i	i	i	i	i	i
O=C(Nc1cc(F)ccc1F)c1ccc(-n2cncn2)c([N+](=O)[O-])c1	i	i	-5	0.4	i	i	i	i	i	i	i
COc1cc(C)c(C)cc1S(=O)(=O)N1CCN(Cc2ccccc2)CC1	i	i	14	-0.5	i	i	i	i	i	i	i
CCCN1CCC(N2CCN(c3cccc(C(F)(F)F)c3)CC2)CC1	i	i	28	0.0	i	i	i	.	i	i	i
COC(=O)C1=C(C)NC(C)=C(C(=O)OCC2CCCO2)C1c1cccc(Br)c1 (stereo unspecified)	i	i	16	-0.4	i	i	i	i	i	i	i
Cc1ccc(S(=O)(=O)NC(=NC(C)C)c2ccccc2)cc1	i	i	26	0.3	i	i	i	i	i	i	i
O=C1c2ccccc2C(=O)N1C/C=C/CN1C(=O)c2ccccc2C1=O	.	i	1	-0.1	i	i	.	i	.	i	i
Cc1cc2oc3ccc(NCCCN4CCOCC4)cc3c(=O)c2cc1C	i	i	11	1.4	i	i	i	i	i	i	i
C[C@@H](C(=O)O)[C@@H]1C[C@@]1(C)[C@@H](NC(=O)OCc1ccccc1)c1ccccc1	i	i	22	-0.3	i	i	i	i	i	i	i
CCCS(=O)(=O)N1CCCC(C(=O)N2CCC(Cc3ccccc3)CC2)C1 (stereo unspecified)	i	i	42	-0.1	i	i	i	i	i	i	i
CC(C)CC(=O)Nc1ccnn1C1CCN(C(=O)c2ccccc2F)CC1	i	i	29	0.8	i	i	i	i	i	i	i
COc1ccc(C2CC(=O)C=C(NCc3ccccc3)C2)cc1 (stereo unspecified)	i	i	14	0.9	i	i	i	i	i	i	i
CC(C)=CCCC1=CCC(/C=N/NC(N)=O)C(C)C1 (stereo unspecified)	i	i	25	.	i	i	i	i	i	i	i
CN1CCN(c2nc(-c3cccnc3)nc3scc(-c4ccccc4)c23)CC1	i	64*	7	2.0	i	i	i	-7*	i	i	i
COC(=O)CN(Cc1ccco1)S(=O)(=O)c1ccccc1	i	i	34	0.0	i	i	i	i	i	i	i
COc1ccccc1N1CC(C)C(=O)NC1=S (stereo unspecified)	i	i	6	0.6	i	i	i	i	i	i	i
COc1ccc(NS(=O)(=O)c2cc(C(=O)N3CCN(C/C=C/c4ccccc4)CC3)ccc2C)cc1	i	i	19	0.0	i	i	i	i	i	i	i
COc1ccc(C2=NN(C(=O)c3cccnc3)C(c3ccccc3)C2)cc1 (stereo unspecified)	i	i	51	-0.2	i	i	i	i	i	i	i
Cc1ccc(C2(C)NC(=O)N(CC(=O)c3ccc(Cl)s3)C2=O)cc1 (stereo unspecified)	i	i	-54	0.6	i	i	i	i	i	i	i
O=C(c1ccco1)N1CCN(C(c2coc3ccc(Cl)cc3c2=O)c2nnnn2C2CCCC2)CC1 (stereo unspecified)	i	i	19	-0.2	i	i	i	i	i	i	i
S=c1[nH]nc(-c2ccc(Cl)cc2)n1/N=C/C=C/c1ccco1	i	i	.	-0.6	i	i	i	i	i	i	i
N#Cc1ccc(OCC(=O)Nc2ccncc2)cc1	i	i	23	2.2	i	i	i	i	i	i	i
N#C/C(=C(/O)CN1C(=O)c2ccccc2C1=O)c1nc2ccccc2[nH]1	i	i	1	0.2	i	i	i	i	i	i	i
COc1cc(NC(=O)COC(=O)[C@@H]2CCCN2S(=O)(=O)c2ccc(Cl)cc2)cc(OC)c1OC	8.9*	.	23	0.1	i	.	i	.	i	.	.
Cc1ccc(N2CCN(C(=O)N3CCCC3)CC2)cc1Cl	i	i	12	-0.2	i	i	i	i	i	i	i
O=C(O)Cn1c(COc2ccc(Cl)cc2)nc2ccccc21	i	i	19	-0.1	i	i	i	i	i	i	i
O=C(O)CN1C(=O)NC2(CCc3ccccc32)C1=O (stereo unspecified)	i	i	14	-0.4	i	i	i	i	i	i	i
CN(Cc1cnccn1)Cc1nc(Cc2ccccc2F)no1	10*	i	14	0.0	i	i	i	i	i	i	i
c1ccc(CCn2nnnc2C(c2cccs2)N2CCOCC2)cc1 (stereo unspecified)	i	i	13	0.0	i	i	i	i	i	i	i
COc1ccc(N(CC(=O)N2CCC(C)CC2)S(=O)(=O)c2c(C)nn(C)c2C)cc1	i	i	12	-0.4	i	i	i	i	i	i	i
N/C(CSc1ccc(Cl)cc1)=N\S(=O)(=O)c1ccc(Cl)cc1	i	i	17	.	i	i	i	i	i	i	i
CCOC(=O)CSc1nnc(NC(=O)CN2CCCCC2)s1	i	i	21	-1.7	i	i	i	i	i	i	i
Cc1ccc2cn[nH]c2c1N	i	i	2	-0.3	i	i	i	i	i	i	i
Cc1ccc(N(CC(=O)NCc2ccccc2)C(=O)CCC(=O)Nc2ccccn2)c(C)c1	i	i	.	-0.2	i	i	i	i	i	i	i
COc1ccc(CCNC(=O)Cn2c(=O)n(-c3ccc(F)cc3F)c(=O)c3sccc32)cc1OC	i	i	15	-0.4	i	i	i	i	i	i	i
CC(=O)CC(C)(C)n1nnc(-c2ccccc2)n1	i	i	13	0.4	i	i	i	i	i	i	i
Cc1ccc(-c2nnn(CCC(=O)NC3CCCC3)n2)cc1	i	i	9	0.0	i	i	i	i	i	i	i
NC(=O)c1ccsc1NC(=O)COC(=O)Cc1c[nH]c2ccccc12	8.9*	i	22	0.4	i	i	i	i	i	i	i
O=c1ccc2cc(S(=O)(=O)Nc3ccc(F)cc3)ccc2o1	i	i	33	0.0	i	i	i	i	i	i	i
O=C(CSc1nc(-c2cccs2)cc(C(F)(F)F)n1)NCc1ccco1	i	i	17	0.1	i	i	i	i	i	i	i
OCC[C@@H]1C[C@H](O)[C@@H](O)[C@]2(CCc3ccccc3CO2)O1	i	i	-1	-0.5	i	i	i	i	i	i	i
CN(C)NC(=O)c1ccsc1NC(=O)c1ccc(S(=O)(=O)N2CCCC2)cc1	i	i	18	-0.4	i	i	i	i	i	i	i
C[C@H](N)c1nnc(SCc2c(Cl)cccc2Cl)o1	i	i	1	-1.4	i	i	i	i	i	i	i
CC(=O)O[C@H]1CC[C@@]2(C)[C@@H](CC[C@H]3[C@@H]4CC[C@H](C(C)O)[C@@]4(C)CC(=O)[C@@H]32)C1 (stereo partly specified)	i	i	2	-0.4	i	i	i	i	i	i	i
